CRE-bla Fsk = modulators of forskolin-stimulated CRE signaling in CHO cells | CHO CRE-bla reporter (cAMP response element driving beta-lactamase), forskolin EC10, beta-lactamase ratio | Potency, µM (top dose mostly 38.2 µM), for the others: at the top dose activity change, negative = inhibition, actives largely listed as activators | 2.5% of 71,000 active; active = well fitted activation curve with a large enough effect in the signal ratio, with a control signal flat, not every such curve was filed as active; inconclusive = small, poorly fitted or top-dose-only effect, or effect the other way, or a change in a side signal; the % refers to the signal ratio; note: potency is the fitted concentration of half-maximal effect; % of control where 0% means no effect
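Titrated compounds plus EC10 NKH 477 on CHO CRE-bla cells, 3 h, 37 °C. CCF4, 2 h RT. Ratio 460/530 nm → AC50.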
Luciferase inh = blocks Photinus pyralis firefly luciferase activity; purified firefly luciferase, luminescence, 8 min; P08659; 2.2% of 72,000 active; Potency, µM (top dose mostly 57.1 µM), inactives show at the highest dose activity change, negative = inhibition, most hits filed as inhibitors; note: potency is the fitted concentration of half-maximal effect; % is set by controls: 0 for no effect and ±100 for the full control effect; nearly all actives have a fitted effect of over 40% in size
Target sequence (P08659 whole entry, looked up): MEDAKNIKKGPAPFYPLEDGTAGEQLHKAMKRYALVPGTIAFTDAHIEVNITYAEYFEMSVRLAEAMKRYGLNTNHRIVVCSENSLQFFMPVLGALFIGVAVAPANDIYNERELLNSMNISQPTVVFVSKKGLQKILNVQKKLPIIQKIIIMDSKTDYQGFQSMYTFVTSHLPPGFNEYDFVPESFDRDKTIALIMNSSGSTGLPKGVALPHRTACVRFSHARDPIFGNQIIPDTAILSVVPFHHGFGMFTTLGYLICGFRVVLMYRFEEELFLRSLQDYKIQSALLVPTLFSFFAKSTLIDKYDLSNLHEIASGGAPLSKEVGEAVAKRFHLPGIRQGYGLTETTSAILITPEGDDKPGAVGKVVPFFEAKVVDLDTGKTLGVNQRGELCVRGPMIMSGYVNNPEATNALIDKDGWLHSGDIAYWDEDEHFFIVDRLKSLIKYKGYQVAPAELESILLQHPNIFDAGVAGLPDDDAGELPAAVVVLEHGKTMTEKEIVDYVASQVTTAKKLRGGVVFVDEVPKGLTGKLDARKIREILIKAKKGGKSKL
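Luminescence read-out after 8 min at room temperature; enzyme reaction used luciferin plus 10 uM ATP (linear range) in imidazole buffer pH 7.2 with KCl, MgCl2, Tween 20 and BSA. Each sample was run as a titration.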
USP2a inh = inhibitors of human ubiquitin-specific protease USP2a; O75604; USP2a enzymatic assay, qHTS inhibition; Potency, µM (doses to about 38.3 µM), for the others: at the highest dose activity change, negative = inhibition, hits mostly inhibitors; 0.1% of 60,000 active;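 note: potency is the fitted concentration of half-maximal effect; nearly all actives have a fitted effect of over 60% in size; plate controls were DMSO for no effect and NEM full inhibition control for full effect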
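USP2 core (20nM final) preincubated 30 min RT with compound, then Ub-PLA2 20nM and NBD C6-HPC 20uM final added; buffer 20mM Tris-HCl pH 8.0, 2mM CaCl2. Fluorescence Ex 460/Em 535 read at 0 and 2.5 h; normalized to NEM.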
BRCT PPI red = disrupts BRCA1 BRCT binding to phosphoprotein, red fluorophore readout | BRCT-phosphopeptide binding, red fluorescence polarization | Potency, µM (top dose mostly 76.9 µM), for the others: top-dose activity change, negative = inhibition, most hits filed as inhibitors | 0.03% of 75,000 active; note: % is set by controls: 0 for no effect and ±100 for the full control effect
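Rhodamine-labelled pBACH1 10-mer (100 nM) bound to BRCT domain (100 nM) at pH 7.3; compounds incubated 12 min room temperature, polarization read. Free peptide defines full inhibition; unlabelled decapeptide titrated as control.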
Caspase-7 inhib = caspase-7 (human) inhibition, allosteric or competitive; 0.02% of 75,000 active; recombinant caspase-7, Ac-DEVD-AFC fluorescence rate; AID 889; Potency, µM (doses to about 57.5 µM), for the others: at the highest dose activity change, negative = inhibition, actives largely listed as inhibitors; P55210; active = well fitted inhibition curve with a large enough effect in the main read-out, with a control signal flat, not every such curve was filed as active; inconclusive = small, poorly fitted or top-dose-only effect, or a change in a side signal; note: potency is the fitted concentration of half-maximal effect; % of control where 0% means no effect
HEK293 cAMP cs = raises cAMP in parental HEK293 cells, TSHR agonist counter-screen | parental HEK293 CNG cAMP sensor, membrane potential fluorescence | Potency, µM (titrated, usually from 57.1 µM), without a hit: at the top dose activation, usual class: activators | 2.5% of 73,000 active; note: potency is the fitted concentration of half-maximal effect; % of control where 0% means no effect; nearly all actives have a fitted effect of over 55% in size
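Counterscreen for endogenous-receptor signalling: CNG-channel HEK 293 cells report cAMP rise by membrane depolarization. After 60 min dye equilibration with 100 uM RO 20-1724, compounds incubated 30 min before bottom-read fluorescence at 590 nm.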
Tau filament bind = binders of human tau filaments | Potency, µM (top dose mostly 57.1 µM), for inactives: at the top dose activity change, negative = inhibition | 2% of 71,000 active | AID 596 | P10636 | recombinant tau filaments, thioflavin S fluorescence, 15 h; filaments grown with octadecylsulfate alongside compound;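 note: potency is the fitted concentration of half-maximal effect; % is set by controls: 0 for no effect and ±100 for the full control effect; actives lower thioflavin S fluorescence by blocking filaments or displacing dye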
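ThS-based fibril read: tau 1 uM final, inducer ODS 30 uM final, 37 C for 15 h, ex 450/em 510 nm.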
BRCT PPI green = inhibitors of human BRCA1 BRCT-phosphoprotein interaction (green fluorophore). P38398. BRCA1 BRCT-phosphopeptide binding, green fluorescence polarization. Potency, µM (doses to about 76.9 µM), inactives show top-dose activity change, negative = inhibition, most hits filed as inhibitors. 0.05% of 75,000 active;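 note: potency is the fitted concentration of half-maximal effect; plate controls were peptide without protein for full effect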
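Compounds were incubated for 12 min at room temperature with a complex of 100 nM fluorescein-tagged pBACH1 decapeptide and 250 nM His-tagged BRCT protein. Buffer was phosphate pH 7.3 with EDTA, DTT and Tween 20. Disruption of binding lowers the polarization signal.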
A350 autofl = compounds fluorescent in Alexa 350 spectral region; Compound autofluorescence, 340/450 nm, Alexa 350 dye-equivalents; stronger effect = higher value; max dye-equivalent concentration, M; 11% of 59,000 active; AID 590; in the data active = max dye-equivalent concentration above about 10 nM; inconclusive = mostly about 1.1 nM to 9.6 nM
Caspase-1 inhib = caspase-1 (human) inhibition, allosteric or competitive; P29466; Caspase-1 enzyme, Ac-WEHD-AFC fluorogenic rate; Potency, µM (doses to about 57.5 µM), without a hit: at the highest dose activity change, negative = inhibition, actives largely listed as inhibitors; 0.03% of 75,000 active; AID 900;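 note: potency is the fitted concentration of half-maximal effect; plate controls were vehicle for no effect and no substrate for full effect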
Target sequence (P29466 120-297 limits assumed): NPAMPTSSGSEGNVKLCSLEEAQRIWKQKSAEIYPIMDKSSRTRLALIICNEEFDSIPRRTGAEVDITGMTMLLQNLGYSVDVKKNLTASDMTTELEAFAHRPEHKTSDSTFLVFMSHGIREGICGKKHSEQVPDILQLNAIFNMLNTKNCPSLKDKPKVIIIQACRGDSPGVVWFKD
Target sequence (P29466 317-404 limits assumed): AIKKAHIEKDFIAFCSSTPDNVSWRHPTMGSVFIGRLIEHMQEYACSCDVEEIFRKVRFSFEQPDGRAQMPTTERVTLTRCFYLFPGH
ERK AVP block = blocks ERK signaling stimulated by vasopressin. Potency, µM (highest dose often 57.5 µM), without a hit: at the top dose activity, negative = inhibition, usual class: inhibitors. HEK293-V1b, vasopressin-stimulated pERK AlphaScreen. 0.99% of 72,000 active; note: potency is the fitted concentration of half-maximal effect; % is set by controls: 0 for no effect and ±100 for the full control effect; nearly all actives have a fitted effect of over 55% in size
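Overnight-seeded V1b-HEK293 cells in 1% FBS got compound, then vasopressin (25 nM final, 5 min, 37C), then lysis buffer. AlphaScreen detection of phospho-ERK; activity normalized to basal and full-stimulation controls.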
Numbers without * were called inactive; i = inactive; ? = inconclusive; / = no result given; [ ] = dose if it differs, or a comment. Unless noted, calls come from the whole dose curve; as a rule, active = well fitted curve in the direction sought with a large enough effect; inconclusive = small, poorly fitted or top-dose-only effect, or another doubt; inactive = no such curve, though single readings can be large; an effect the other way counts as inactive or inconclusive. This is a random part of the collection (roughly 16% active in at least one column).

SMILES	CRE-bla Fsk	Luciferase inh	USP2a inh	BRCT PPI red	Caspase-7 inhib	HEK293 cAMP cs	Tau filament bind	BRCT PPI green	A350 autofl	Caspase-1 inhib	ERK AVP block
Cc1cc(C)cc([N+](=O)[O-])c1	-7.9%	/	/	0.8%	0.4%	-2.7%	7.3%	0.3%	/	-1.2%	15.6%
N#CCc1c(C#N)c(N)nc(N2CCN(S(=O)(=O)c3ccccc3)CC2)c1C#N	?	-2.2%	44.2%[activator]	-0.8%	-5.6%	-0.5%	-3.1%	15.6%	1.03e-08M*	-6.0%	?
COC(=O)N1CCC2(CC1)CN(C(=O)Nc1cccc(C#N)c1)C2	?	-1.1%[11.4 µM]	-18.2%	-2.9%	-0.3%	11.8%	12.9%	-4.8%	i	2.0%	7.2%
COCCN1Cc2cccc(C(=O)Nc3cc(C)cc(C)c3)c2C1=O	8.4%	-2.0%	29.2%	0.1%	0.3%	7.6%	33.5%	-1.9%	2.88e-08M*	0.4%	20.8%
O=c1[nH]cnc2scc(-c3ccc(F)cc3)c12	5.3%	2.1%	-0.1%	-0.1%	-0.7%	1.6%	10.0%	-0.2%	?	-0.8%	-12.2%
CC(=O)c1cc(OC(=O)c2ccncc2)ccc1OC(=O)c1ccncc1	-8.3%	0.9%	15.4%	0.1%	-3.5%	2.4%	-9.1%	-1.4%	i	-0.4%	?
O=C(NCCCNC(=O)C(F)(F)C(F)F)C(F)(F)C(F)F	-2.7%	0.1%	1.1%	-1.0%	-0.3%	9.1%	-7.6%	9.9%	i	0.9%	2.0%
CC(NC(=O)c1ccco1)c1ccc2c(c1)OCCO2 (stereo unspecified)	-10.6%	-1.8%	-6.6%	-0.6%	1.1%	7.5%	-0.9%	-2.3%	i	2.3%	-19.1%
CCc1cc(C(=O)OC)c(NC(=O)CCC(=O)O)s1	25.4%	1.4%	-6.6%	-0.9%	1.1%	8.9%	2.7%	-1.1%	i	1.7%	-16.2%
c1ccc(-c2csc(-n3cnnn3)n2)cc1	4.7%	0.6%	-3.2%	-1.3%	-0.1%	4.6%	-11.0%	-0.6%	i	-0.7%	0.0%
Cc1nnsc1C(=O)Nc1ccccc1Cl	-11.6%	0.1%	48.2%[activator]	0.0%	-8.3%	-4.1%	-2.0%	0.3%	i	-0.8%	-18.7%
CCOc1ccccc1Nc1ccc(C(=O)O)cc1NC(C)=O	-7.6%	0.3%	-12.0%	-0.7%	-2.4%	2.6%	-8.6%	0.2%	i	-1.2%	9.3%
O=C(Nc1ccc(N2CCOCC2)c(Cl)c1)c1ccco1	13.8%	12.6µM*	-4.9%	-1.2%	6.0%	2.2%	8.6%	-0.4%	?	0.1%	-1.0%
CC(=O)N1CC2(C)CN(C(C)=O)CC(C)(C1)C2	?	0.2%	3.8%	0.0%	-1.7%	1.7%	8.8%	-0.4%	i	0.3%	1.0%
CC(=O)Nc1ccc(S(=O)(=O)N2CCN(c3cc(C)ccc3C)CC2)cc1	?	0.3%	/	1.5%	-3.4%	?	19.5%	0.3%	/	-4.6%	/
Cc1nn(-c2ccccc2)c(C)c1NC(=O)Cc1cccs1	-14.1%	-1.2%	/	-0.1%	-16.4%	4.2%	-29.3%	-2.7%	/	-0.7%	-9.1%
CC(=O)Nc1ccc(S(=O)(=O)n2cnc3cc(C)c(C)cc32)cc1	2.5%	-0.4%	-0.9%	-1.0%	1.2%	9.3%	21.7%	0.8%	/	-2.5%	17.6%
O=C(NCc1ccc2c(c1)OCO2)c1c(O)c2cccc3c2n(c1=O)CCC3	1.0%	4.8%	16.7%	-2.2%	0.2%	?	-4.8%	-0.4%	?	-0.7%	6.7%
COCCn1c(=O)c(C)nc2cnc(Oc3cccc(Cl)c3)nc21	?	0.7%[11.4 µM]	104.2%[activator]	-1.2%	-14.6%	?	0.1%	-0.3%	i	-9.0%	-3.8%
CCc1c(C)nc2cc(-c3ccc(OC)c(OC)c3)nn2c1N1CCCC1	?	-33.5%	-8.4%	-3.0%	0.4%	?	23.0%	-2.8%	?	-1.6%	4.8%
O=C(CCn1c(=O)c2ccccc2n(Cc2cc(=O)n3ccccc3n2)c1=O)NCc1ccco1	?	3.6%	-13.0%	0.8%	-0.5%	3.3%	-5.0%	-1.7%	4.66e-08M*	0.3%	1.4%
N#Cc1nc(COc2ccc(-c3ccccc3)cc2)oc1NCCCN1CCOCC1	?	-16.4%	36.6%[activator]	-0.8%	-4.8%	23.0%	160.2%	0.1%	i	-6.3%	?
c1ccc(-n2ncc3c(NCCCN4CCOCC4)ncnc32)cc1	/	/	/	1.5%	-0.3%	19.3%	/	0.1%	/	0.0%	/
CC(C)N(Cc1nc(-c2ccccc2)no1)C(=O)CN(C)S(=O)(=O)c1ccccc1	-15.9%	1.2%	5.9%	-1.6%	-1.0%	19.0%	3.6%	-1.6%	i	0.1%	-16.2%
O=C(CCn1nc(-c2ccccc2)ccc1=O)N1CCCC1	?	-2.4%	0.2%	-1.8%	-0.2%	1.6%	-3.8%	-1.0%	i	-0.6%	-13.0%
CC(C)NC[C@H](O)c1ccc2ccccc2c1	-25.5%	-0.2%	1.6%[17.1 µM]	-0.2%	0.9%	?	?	0.2%	i	1.9%	5.2%
N#Cc1ccccc1NC(=O)CSc1nccn1CCc1ccccc1	-13.8%	-3.3%	1.6%	-0.6%	-2.0%	7.5%	3.1%	-0.9%	?	-2.0%	-17.4%
O=C1NC2=C(C(=O)c3ccccc32)C(c2ccccc2)N1 (stereo unspecified)	?	-0.7%	1.1%	-1.3%	-4.3%	-0.4%	?	-1.9%	i	-3.0%	5.8%
O=C(CCCNS(=O)(=O)c1cccc2nsnc12)NCc1ccc(Cl)cc1	-19.3%	0.3%	8.9%	-1.8%	1.4%	-3.4%	-2.7%	-1.4%	i	-1.3%	6.5%
NC(=O)C1(N2CCCCC2)CCN(C2CC(=O)N(Cc3cccs3)C2=O)CC1 (stereo unspecified)	4.4%	-0.6%	-5.8%	-1.2%	-2.8%	1.9%	10.0%	-1.0%	i	0.9%	-0.8%
C=CCNc1ncnc2c1cnn2-c1ccc(OC)cc1	/	/	/	0.0%	-1.0%	-7.8%	/	-0.9%	/	-4.2%	/
O=C(CN1C(=O)COc2ccccc21)NCc1ccc(C(=O)O)cc1	-2.5%	0.9%	-7.7%	-2.1%	1.3%	4.3%	-0.7%	-1.4%	i	1.0%	13.1%
CCN(CC)C(=O)C1CCN(Cc2cccc(OCc3ccccc3)c2)CC1	-4.7%	-0.3%	-12.1%	-0.8%	1.4%	?	-18.8%	3.7%	i	1.4%	13.3%
CC(C)(C)C(=O)CCN1C(=O)C2(OCCO2)c2ccccc21	4.5%	-0.2%	2.2%	-0.9%	0.0%	14.4%	-5.0%	-2.4%	i	-0.8%	5.4%
O=C(c1ccc2c(c1)OCO2)N1CCCC(c2ccccc2)C1 (stereo unspecified)	13.4%	2.7%	3.9%	0.9%	1.5%	10µM*	-7.0%	-1.7%	i	-2.5%	-17.2%
Cc1cc2ccccc2cc1CN1CCOCC1	5.3%	0.9%	-4.3%	-2.0%	-0.1%	18.0%	1.0%	9.7%	/	-3.8%	-0.6%
CCCS(=O)(=O)N1CCN(CCCc2ccccc2)CC1	-4.6%	2.0%	-0.9%	0.9%	-3.5%	-6.7%	8.1%	-2.6%	i	0.5%	4.5%
COC(=O)[C@@]1(Cc2ccc(OC)cc2)[C@H]2c3cc(C(=O)N4CCCC4)n(CCN4CCOCC4)c3C[C@H]2CN1C(=O)c1ccccc1	-7.5%	/	/	1.0%	-0.5%	20µM*	2.9%	-0.3%	/	2.1%	-19.9%
CC(=O)c1ccc(N2CCN(C(=O)c3cc4c(-c5ccccc5F)nn(C)c4s3)CC2)cc1	?	2.0%	/	-2.4%	-2.1%	6.9%	256.7%	-3.4%	/	-4.7%	-8.1%
O=S(=O)(N1CCCCC1)N1CCN(c2ccc(F)cc2)CC1	6.4%	1.8%	2.5%	-0.5%	-3.6%	8.5%	1.3%	-0.7%	i	-1.9%	4.8%
CCCOc1cccc(NC(=O)c2cc(C)oc2C)c1	26.8%[7.6 µM]	-2.1%	2.3%[7.66 µM]	0.5%	-0.4%	17.3%[11.4 µM]	-2.3%[11.4 µM]	-0.1%	/	-0.8%	-17.4%
Cc1ccc(NC(=O)c2cc(NC(=O)C3CC=CCC3C(=O)O)ccc2N2CCOCC2)cc1 (stereo unspecified)	0.5%	-0.1%	-1.5%	0.7%	1.0%	2.3%	3.1%	-1.1%	/	-2.0%	-25.7%

High-throughput results: PubChem, National Center for Advancing Translational Sciences (NCATS)
